Screens deposited in PubChem by several laboratories.
Peg3 prom inh = Peg3 promoter activity inhibition | HeLa PEG-Prom luciferase reporter, luminescence, overnight | inhibition, % at 20 µM | hit rate 1.7% among 360,000 | AID 588405;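 active means inhibition of at least 50% at 20 µM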
Shn3 3UTR inh = reduces Shn3 3'UTR luciferase signal in osteoblasts; Clone20 osteoblast Shn3 3'UTR firefly luciferase, 24 h; inhibition, % at 12.5 µM; hit rate 0.52% among 360,000; AID 588674;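 active means mean inhibition of at least 75% with every replicate also reaching 75%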;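 further: 0% = median of neutral control wells and 100% = pilot-screen positive control compound; some compounds past the cut are filed as inactive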
CaV13 ICDI inh = Disruptors of the CACNA1D IQ motif to Ca2+-dependent inactivation inhibitor domain association, primary screening, Förster resonance energy transfer in intact living …; hit rate 0.098% among 340,000; inhibition, % at 12.3 µM; HEK cells, CFP/YFP FRET ICDI-IQ, plate reader, 10 min; percent FRET-ratio fall versus neutral wells;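 active means mean replicate inhibition of at least 30% and at least 1% of replicates passing that level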;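 further: 0% = median of the neutral control wells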
NR2E3 ag-1 = activates human NR2E3 receptor; Q9Y5X4; CHO-S Gal4-NCOR/VP16-NR2E3 two-hybrid, luciferase; inhibition of corepressor binding, % at 3.98 µM; hit rate 0.35% among 360,000; AID 602229;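 active means inhibition above the mean of all tested compounds plus 3 SD, cut at about 70% in these data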;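 further: 0% = DMSO with NR2E3 transfected cells and 100% = cells lacking NR2E3 construct; higher means lower luciferase signal from less NR2E3 corepressor binding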
H9c2 protect = modulators protecting cardiomyocytes from myocardial damage; hit rate 0.63% among 360,000; H9c2 cardiomyocytes, H2O2 injury protection, ATPLite, 2 h; AID 588492; protection from H2O2 cell death, % at 20 µM;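 active means compounds giving at least 50% protection of heart cells from peroxide-induced death in the single-dose screen, raw or plate-pattern-corrected value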;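 further: 0% = DMSO wells with peroxide and 100% = DMSO wells without peroxide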
PDI inh = PDI (human) enzyme inhibition; P07237; PDI insulin aggregation turbidity, A650, 90 min; inhibition, % at 10 µM; hit rate 0.052% among 350,000;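 active means mean inhibition across replicates of 30% or more, whatever share of single replicates reach that level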;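 further: absorbance from insulin aggregation driven by PDI reduction with DTT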
Target sequence (P07237 whole entry, looked up): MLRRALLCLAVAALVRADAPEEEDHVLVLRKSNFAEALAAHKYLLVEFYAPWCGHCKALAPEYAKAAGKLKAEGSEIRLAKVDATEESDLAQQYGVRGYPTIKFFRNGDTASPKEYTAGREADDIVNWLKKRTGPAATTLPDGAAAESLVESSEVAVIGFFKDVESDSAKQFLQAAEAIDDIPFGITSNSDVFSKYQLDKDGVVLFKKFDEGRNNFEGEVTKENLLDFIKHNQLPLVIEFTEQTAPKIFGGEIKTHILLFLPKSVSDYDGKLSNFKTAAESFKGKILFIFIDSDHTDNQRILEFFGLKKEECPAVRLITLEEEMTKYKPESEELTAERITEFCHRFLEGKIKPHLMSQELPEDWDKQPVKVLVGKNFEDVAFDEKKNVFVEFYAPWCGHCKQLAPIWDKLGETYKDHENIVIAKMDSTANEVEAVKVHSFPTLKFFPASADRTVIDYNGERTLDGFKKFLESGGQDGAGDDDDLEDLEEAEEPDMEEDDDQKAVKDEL
HIF-2a inh = HIF-2a inhibition | 786-0 RCC cells HIF-2a reporter, luciferase luminescence, overnight | inhibition, % at 18.8 µM | hit rate 0.72% among 360,000;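 active means inhibition of the luminescence signal of 40% or more relative to plate controls, in a single-dose primary screen at 18.75 µM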
m5-HT2A agonist = mouse HTR2A agonism via beta-arrestin recruitment. P35363. CHO-K1 mHTR2A beta-arrestin complementation, luminescence; percent of 30 µM serotonin response. activation, % at 7.6 µM. hit rate 0.66% among 360,000;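 active means activation above a run cutoff, the mean activation of all tested compounds plus 3 SD, cut at about 14% in these data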;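 further: 0% = plate median of compound wells and 100% = 30 µM serotonin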
Target sequence (P35363 whole entry, looked up): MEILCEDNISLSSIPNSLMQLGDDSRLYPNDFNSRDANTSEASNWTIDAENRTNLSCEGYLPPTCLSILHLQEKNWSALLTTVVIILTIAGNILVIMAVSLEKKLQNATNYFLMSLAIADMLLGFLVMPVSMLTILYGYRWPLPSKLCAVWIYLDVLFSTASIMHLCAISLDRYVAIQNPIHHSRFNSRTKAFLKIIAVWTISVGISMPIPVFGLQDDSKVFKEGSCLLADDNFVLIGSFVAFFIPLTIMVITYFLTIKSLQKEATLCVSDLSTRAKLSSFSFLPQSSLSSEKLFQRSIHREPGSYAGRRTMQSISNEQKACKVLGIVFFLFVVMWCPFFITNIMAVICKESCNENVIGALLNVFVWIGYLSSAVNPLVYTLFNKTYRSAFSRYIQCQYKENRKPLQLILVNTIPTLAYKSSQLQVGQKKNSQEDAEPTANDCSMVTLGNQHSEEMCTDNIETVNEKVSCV
MITF TRPM1 inh = inhibitors of MITF-driven TRPM1 promoter in melanoma cells; SK-MEL-5 TRPM1 promoter luciferase, 24 h; inhibition, % at 12.5 µM; hit rate 0.83% among 330,000; AID 488899;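 active means mean inhibition across replicates of 60% or more, whatever share of single replicates reaches that level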; further: values of inactives mirror those of a sister screen read the other way
hiPSC survival = enhancers of human iPSC single-cell survival; hiPSC single-cell survival, ATPlite luminescence; 100% = ROCK inhibitor wells, 0% = DMSO; survival enhancement, % at 20 µM; hit rate 0.044% among 360,000; AID 602274; in the data active means survival enhancement above about 18%;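 further: cells exposed to compounds for 16 hours before the ATP read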
NR2E3 ag-2 = NR2E3 (human) agonism; GST-NR2E3/biotin-RetCOR TR-FRET, 1536-well; hit rate 0.12% among 320,000; Q9Y5X4; inhibition of corepressor binding, % at 4.78 µM; AID 2300;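 active means percent inhibition above the cutoff of mean plus 3 SD of all tested compounds, set per screening campaign, cut at about 20% in these data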;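 further: 0% = DMSO wells and 100% = biotin wells as full block of FRET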
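Assay system: NR2E3–RetCOR corepressor complex. Quantity: 1.35 nM GST-NR2E3. Buffer or medium: pH 7.5 Tris-based buffer. Reagent: biotinylated RetCOR corepressor at 7 nM final. Schedule: 5 h at 4 °C. Detection: TR-FRET, emission read at 617 and 671 nm. Replicates: one well per compound, singlicate testing.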
The depositor's hits bear a star. Hits appear at their usual frequency (roughly 3.9% active in at least one column).

What do the screens show for `O=C(Nc1ccc(F)cc1)C1CCCCC1`?
Peg3 prom inh: -11.1; Shn3 3UTR inh: -20.3; NR2E3 ag-1: -8.4; H9c2 protect: -2.9; PDI inh: 1.4; HIF-2a inh: -7.1; m5-HT2A agonist: 1.5; MITF TRPM1 inh: -7.5; hiPSC survival: -0.4; NR2E3 ag-2: -1.0

Results for COc1ccc(OC)c(NC(=O)COC(=O)Cc2ccsc2)c1 ?
Peg3 prom inh: 4.4; Shn3 3UTR inh: 9.9; CaV13 ICDI inh: -5.5; NR2E3 ag-1: -1.1; H9c2 protect: 9.4; PDI inh: 4.1; HIF-2a inh: 6.0; m5-HT2A agonist: 7.7; MITF TRPM1 inh: 11.1; hiPSC survival: -0.5

How did CC1(C(=O)NS(=O)(=O)Cc2cccc(Cl)c2)CCN1C(=O)c1cccc(F)c1 (stereo unspecified) do in these assays?
Peg3 prom inh: -11.5; Shn3 3UTR inh: 16.5; CaV13 ICDI inh: -4.3; NR2E3 ag-1: -25.8; H9c2 protect: -1.7; PDI inh: -16.0; HIF-2a inh: -0.5; m5-HT2A agonist: 1.8; hiPSC survival: -1.4

What do the screens show for `CCOC(=O)C1Nc2ccccc2C2C(O)C(O)CC12` (stereo unspecified)?
Peg3 prom inh: 10.4; Shn3 3UTR inh: 7.2; CaV13 ICDI inh: -10.6; NR2E3 ag-1: 7.9; H9c2 protect: -1.7; PDI inh: 0.9; HIF-2a inh: -7.4; m5-HT2A agonist: 12.1; MITF TRPM1 inh: 20.1; hiPSC survival: 3.7; NR2E3 ag-2: -1.8

Results for CCCNC(=S)Nc1cccc(C(F)(F)F)c1 ?
Peg3 prom inh: 16.9; Shn3 3UTR inh: -23.4; CaV13 ICDI inh: -5.5; NR2E3 ag-1: -4.7; H9c2 protect: 0.5; PDI inh: 4.6; HIF-2a inh: 9.1; m5-HT2A agonist: 0.9; MITF TRPM1 inh: 12.8; hiPSC survival: -1.7; NR2E3 ag-2: 1.5

Results for CS(=O)(=O)c1ccc(Cl)c(NC(=O)c2ccc(-n3cncn3)c([N+](=O)[O-])c2)c1 ?
Peg3 prom inh: 9.2; Shn3 3UTR inh: -18.2; CaV13 ICDI inh: -5.4; NR2E3 ag-1: 7.8; H9c2 protect: 22.9; PDI inh: 4.1; HIF-2a inh: 9.0; m5-HT2A agonist: 3.6; hiPSC survival: 6.4

Results for CC(C)OCc1c(C(=O)Nc2nccs2)oc2ccccc12 ?
Peg3 prom inh: 8.2; Shn3 3UTR inh: -14.9; CaV13 ICDI inh: -3.0; NR2E3 ag-1: 11.3; H9c2 protect: -0.1; PDI inh: -5.9; HIF-2a inh: -8.3; m5-HT2A agonist: 3.6; MITF TRPM1 inh: 16.4; hiPSC survival: 0.2; NR2E3 ag-2: 6.9

What do the screens show for `COc1ccccc1NC(=O)c1ccc(N)cc1`?
Peg3 prom inh: -52.1; Shn3 3UTR inh: -8.0; CaV13 ICDI inh: -7.9; NR2E3 ag-1: -6.0; H9c2 protect: 7.3; PDI inh: -4.3; HIF-2a inh: -53.2; m5-HT2A agonist: 1.9; MITF TRPM1 inh: -16.3; hiPSC survival: 1.5; NR2E3 ag-2: 0.8

Results for Cc1c(Cl)cccc1NCC(=O)Nc1ccc(Cl)cc1F ?
Peg3 prom inh: -68.8; Shn3 3UTR inh: 5.2; CaV13 ICDI inh: -5.6; NR2E3 ag-1: -1.9; H9c2 protect: -9.7; PDI inh: -1.2; HIF-2a inh: -111.4; m5-HT2A agonist: -1.2; MITF TRPM1 inh: -19.5; hiPSC survival: -0.7; NR2E3 ag-2: 0.5

How did CSc1nnc2c(n1)OC=Nc1ccccc1-2 do in these assays?
Peg3 prom inh: -3.2; Shn3 3UTR inh: -44.3; NR2E3 ag-1: -15.9; H9c2 protect: 2.6; PDI inh: -1.1; HIF-2a inh: -7.5; m5-HT2A agonist: -2.2; MITF TRPM1 inh: 21.3; hiPSC survival: -1.9; NR2E3 ag-2: 0.3

Results for OCC(O)C(O)C(O)C(O)C1NCCS1 (stereo unspecified) ?
Peg3 prom inh: -0.6; Shn3 3UTR inh: -5.4; NR2E3 ag-1: -43.5; H9c2 protect: -4.6; PDI inh: -6.1; HIF-2a inh: 2.8; m5-HT2A agonist: -0.1; MITF TRPM1 inh: 3.8; hiPSC survival: 2.1; NR2E3 ag-2: 4.4

Results for CCO/C=N/c1c(C#N)c2c(c(=S)n1C)COC(C)(C)C2 ?
Peg3 prom inh: 7.3; Shn3 3UTR inh: -9.9; CaV13 ICDI inh: -4.2; NR2E3 ag-1: -2.9; H9c2 protect: -0.9; PDI inh: 3.4; HIF-2a inh: 3.6; m5-HT2A agonist: -0.6; MITF TRPM1 inh: 1.5; hiPSC survival: -2.3; NR2E3 ag-2: 5.7

Results for C=CCNC(=O)NC(=O)COC(=O)[C@H](C)NS(=O)(=O)c1c(C)c(C)cc(C)c1C ?
Peg3 prom inh: -0.1; Shn3 3UTR inh: -22.6; CaV13 ICDI inh: -13.9; NR2E3 ag-1: 15.5; H9c2 protect: -2.2; PDI inh: -4.2; HIF-2a inh: 5.8; m5-HT2A agonist: 1.3; MITF TRPM1 inh: 3.0; hiPSC survival: -0.2; NR2E3 ag-2: 5.5

What do the screens show for `Cn1c(=O)c2c(nc(CN3CCN(C(c4ccccc4)c4ccccc4)CC3)n2CC(N)=O)n(C)c1=O`?
Peg3 prom inh: 1.3; Shn3 3UTR inh: -0.4; CaV13 ICDI inh: -7.7; NR2E3 ag-1: 5.2; H9c2 protect: 1.0; PDI inh: 3.1; HIF-2a inh: 25.6; m5-HT2A agonist: 4.3; MITF TRPM1 inh: -12.4; hiPSC survival: 5.5; NR2E3 ag-2: 2.0

What do the screens show for `CC1=C(C(=O)N(C)C)CC(CC(=O)NCCc2ccccn2)C(=O)N1CCC1=CCCCC1` (stereo unspecified)?
Peg3 prom inh: -35.3; Shn3 3UTR inh: -11.7; CaV13 ICDI inh: -7.9; NR2E3 ag-1: -19.2; H9c2 protect: 11.0; PDI inh: 12.1; HIF-2a inh: -22.4; m5-HT2A agonist: -3.9; hiPSC survival: -2.4

What do the screens show for `Cc1ccnc(SCc2cc(=O)c(OC(=O)c3cccs3)co2)n1`?
Peg3 prom inh: 2.5; Shn3 3UTR inh: -2.8; CaV13 ICDI inh: -6.5; NR2E3 ag-1: -19.9; H9c2 protect: 13.4; PDI inh: -0.4; HIF-2a inh: 6.8; m5-HT2A agonist: 1.6; MITF TRPM1 inh: 2.6; hiPSC survival: 1.1; NR2E3 ag-2: 0.2

What do the screens show for `NN=C1C(=O)c2cccc3cccc1c23`?
Peg3 prom inh: 12.0; Shn3 3UTR inh: -13.7; CaV13 ICDI inh: -9.0; NR2E3 ag-1: -2.9; H9c2 protect: 13.6; PDI inh: 15.3; HIF-2a inh: 20.5; m5-HT2A agonist: -7.7; MITF TRPM1 inh: 21.9; hiPSC survival: 1.3

What do the screens show for `CC1CCCC(NC(=O)C2CCN(S(=O)(=O)N3CCCCC3)CC2)C1C` (stereo unspecified)?
Peg3 prom inh: 10.1; Shn3 3UTR inh: 5.8; CaV13 ICDI inh: 0.3; NR2E3 ag-1: -18.5; H9c2 protect: 3.3; PDI inh: -3.1; HIF-2a inh: -9.8; m5-HT2A agonist: -0.3; MITF TRPM1 inh: -6.9; hiPSC survival: -0.5; NR2E3 ag-2: -4.2

How did COc1nnc(-c2ccc(N3CCCCC3)c(NC(=O)COc3ccccc3)c2)c2ccccc12 do in these assays?
Peg3 prom inh: 6.9; Shn3 3UTR inh: 3.5; CaV13 ICDI inh: 4.3; NR2E3 ag-1: -13.6; H9c2 protect: 9.2; PDI inh: -5.9; HIF-2a inh: 10.2; m5-HT2A agonist: -0.6; MITF TRPM1 inh: -7.9; hiPSC survival: 1.0

How did Cc1ccc(S(=O)(=O)N2CCCCC2)cc1NC(=O)c1ccc2c(c1)OCO2 do in these assays?
Peg3 prom inh: 5.5; Shn3 3UTR inh: -19.0; CaV13 ICDI inh: -5.2; NR2E3 ag-1: 10.1; H9c2 protect: -6.4; PDI inh: 10.7; HIF-2a inh: 10.0; m5-HT2A agonist: 3.2; MITF TRPM1 inh: -2.4; hiPSC survival: 1.0; NR2E3 ag-2: -0.9

How did CN(C)S(=O)(=O)c1cccc(NC(=O)COc2cccc3ccccc23)c1 do in these assays?
Peg3 prom inh: 8.1; Shn3 3UTR inh: 4.8; CaV13 ICDI inh: -6.0; NR2E3 ag-1: 2.7; H9c2 protect: -6.9; PDI inh: 2.4; HIF-2a inh: -8.3; m5-HT2A agonist: -8.0; MITF TRPM1 inh: 24.0; hiPSC survival: 0.2

How did COc1ccc(CCc2nnc(CCC(=O)NCc3cnc4ccccn34)o2)cc1 do in these assays?
Peg3 prom inh: 14.2; Shn3 3UTR inh: 3.4; CaV13 ICDI inh: 7.4; NR2E3 ag-1: -13.7; H9c2 protect: 8.2; PDI inh: -20.1; HIF-2a inh: 8.4; m5-HT2A agonist: 4.0; MITF TRPM1 inh: 6.4; hiPSC survival: 1.3; NR2E3 ag-2: -1.6

What do the screens show for `O=C(c1ccc(S(=O)(=O)NCC2CCCO2)cc1)N1CCN(c2cccc(Cl)c2)CC1` (stereo unspecified)?
Peg3 prom inh: 12.7; Shn3 3UTR inh: 36.9; CaV13 ICDI inh: -3.4; NR2E3 ag-1: 29.8; H9c2 protect: -16.3; PDI inh: 3.4; HIF-2a inh: 11.4; m5-HT2A agonist: 0.2; MITF TRPM1 inh: 17.3; hiPSC survival: 1.3

Results for COc1ccccc1NC(=O)N1CCCC1C(=O)NCc1ccc2c(c1)OCO2 (stereo unspecified) ?
Peg3 prom inh: 1.5; Shn3 3UTR inh: -2.6; CaV13 ICDI inh: -5.5; NR2E3 ag-1: -35.4; H9c2 protect: 9.6; PDI inh: -1.9; HIF-2a inh: 20.4; m5-HT2A agonist: 0.5; MITF TRPM1 inh: 3.4; hiPSC survival: 2.2; NR2E3 ag-2: 2.2

What do the screens show for `Cc1ccc(N2C(=O)CC(c3c[nH]c4ccccc34)C2=O)cc1` (stereo unspecified)?
Peg3 prom inh: -13.6; Shn3 3UTR inh: -16.4; CaV13 ICDI inh: -16.9; NR2E3 ag-1: 3.4; H9c2 protect: 0.5; PDI inh: 8.8; HIF-2a inh: -40.9; m5-HT2A agonist: 7.7; MITF TRPM1 inh: -20.1; hiPSC survival: -1.2; NR2E3 ag-2: 1.6
